UGM FP inh: blocks M. tuberculosis UGM enzyme. inhibition, % at 10 µM. hit rate 0.06% among 320,000. purified UGM, fluorescence polarization probe displacement. P9WIQ1. AID 504406; in the data active = inhibition above about 10%, passing the limit was not always enough; inconclusive = no clear call, values can overlap the other calls
Target sequence (P9WIQ1 whole entry, looked up): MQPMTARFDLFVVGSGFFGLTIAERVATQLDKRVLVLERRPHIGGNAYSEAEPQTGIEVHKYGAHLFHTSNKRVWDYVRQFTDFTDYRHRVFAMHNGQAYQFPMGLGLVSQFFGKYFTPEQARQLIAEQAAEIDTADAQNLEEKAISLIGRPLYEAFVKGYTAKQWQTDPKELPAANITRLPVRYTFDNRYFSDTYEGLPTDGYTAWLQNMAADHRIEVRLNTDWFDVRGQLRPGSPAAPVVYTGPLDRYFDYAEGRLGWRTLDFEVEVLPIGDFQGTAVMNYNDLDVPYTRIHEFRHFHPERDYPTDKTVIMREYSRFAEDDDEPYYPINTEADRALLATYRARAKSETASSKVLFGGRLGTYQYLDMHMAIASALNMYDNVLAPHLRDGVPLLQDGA
BoNT-A LC inh2: inhibitors of Botulinum neurotoxin A light chain protease; multiplex microsphere protease substrate cleavage, flow cytometry; inhibition, % at 10 µM; hit rate 0.17% among 360,000; note: plate controls were buffer without enzyme for full effect and enzyme alone for no effect
GDH-TPI counter: GDH-TPI coupled enzyme inhibition counter-screen | GDH-TPI coupled enzyme counterscreen, NADH absorbance | inhibition, % at 4.8 µM | hit rate 1.2% among 360,000; in the data active = inhibition above about 30%;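 note: 0% = DMSO wells and 100% = wells lacking the enzyme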
Mtb FBA inh: inhibitors of M. tuberculosis fructose-bisphosphate aldolase; P9WQA3; purified M. tuberculosis FBA, fluorescence read-out; inhibition, % at 1 µM; hit rate 2.3% among 360,000; in the data active = inhibition above about 27%;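 note: 0% = vehicle and 100% = reference inhibitor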
Target sequence (P9WQA3 whole entry, looked up): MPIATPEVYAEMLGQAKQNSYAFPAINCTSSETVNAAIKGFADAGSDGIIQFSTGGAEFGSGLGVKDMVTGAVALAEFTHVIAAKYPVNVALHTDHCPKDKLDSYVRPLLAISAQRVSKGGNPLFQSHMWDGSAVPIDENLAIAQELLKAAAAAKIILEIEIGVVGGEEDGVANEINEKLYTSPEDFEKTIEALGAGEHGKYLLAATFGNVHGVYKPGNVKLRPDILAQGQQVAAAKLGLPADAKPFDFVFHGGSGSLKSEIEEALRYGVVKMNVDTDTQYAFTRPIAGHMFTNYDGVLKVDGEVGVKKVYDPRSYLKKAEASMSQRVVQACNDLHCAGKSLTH
Anthrax LF inh2: blocks Bacillus anthracis lethal factor protease. P15917. multiplex microsphere protease cleavage assay, LF. inhibition, % at 10 µM. hit rate 0.12% among 360,000. AID 588501; note: plate controls were buffer without enzyme for full effect and enzyme alone for no effect
BioA inh: blocks M. tuberculosis BioA enzyme activity | purified M. tuberculosis BioA enzyme, plate reader | inhibition, % at 9.99 µM | hit rate 0.096% among 360,000; in the data active = inhibition above about 40%; inconclusive = no clear call, values can overlap the other calls
PfHsp40 rescue: rescue of PfHsp40-mediated yeast toxicity; S. cerevisiae expressing PfHsp40, growth rescue, ATP luminescence; growth rescue, % at 12.5 µM; hit rate 0.68% among 340,000; AID 504582; in the data active = growth rescue above about 28%, passing the limit was not always enough; inconclusive = no clear call, values can overlap the other calls;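 note: yeast W303a lacking pdr1 and pdr3 grown in galactose medium; growth measured after three days at 30 °C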
FadD28 binding: inhibitors of Mycobacterium tuberculosis FadD28 bisubstrate binding; inhibition, % at 12.5 µM; FadD28 bisubstrate probe binding, fluorescence polarization; hit rate 0.22% among 360,000; in the data active = inhibition above about 8.5%, passing the limit was not always enough; inconclusive = no clear call, values can overlap the other calls
BoNT-F LC inh: blocks Botulinum neurotoxin F light chain protease. hit rate 0.22% among 360,000. Multiplex microsphere protease cleavage assay, flow cytometry. AID 588497. inhibition, % at 10 µM; in the data active = inhibition above about 35%, passing the limit was not always enough; inconclusive = no clear call, values can overlap the other calls; note: plate controls were buffer without enzyme for full effect and enzyme alone for no effect
Active calls of the source: *; ? = inconclusive; . = not tested or not shown. Cut-off read from the data, not from the text of the source, unless noted: active = inhibition above about 30%; inconclusive = no clear call, values can overlap the other calls; inactive = below that. Hits appear at their usual frequency; overall some 4.7% were active at least once.

SMILES,UGM FP inh,BoNT-A LC inh2,GDH-TPI counter,Mtb FBA inh,Anthrax LF inh2,BioA inh,PfHsp40 rescue,FadD28 binding,BoNT-F LC inh
CCN1CCN(C(=O)CN(C)S(=O)(=O)c2cc(C)ccc2OC)CC1,-0.8,-0.5,-7,3,4,.,0.5,-0.8,-1
O=C(NCc1ccc2c(c1)OCO2)C1CCCN1C(=O)Nc1ccc(F)cc1 (configuration not stated),-1.1,-0.7,5,4,-5,0.5,0.1,0.9,5
CCCCc1nnc(NC(=O)c2nc3nccc(C)n3n2)s1,2.3,0.3,1,-2,-5,2.1,0.5,-0.9,0
COc1cc2c(C)nc3c(cnn3-c3ccccc3)c2cc1OC,-0.7,0.0,7,13,-3,.,-0.8,-0.5,-6
CCOC(=O)c1cc(-c2ccccc2)sc1NC(=O)CN1C(=O)NC(CC)(c2ccccc2)C1=O (configuration not stated),2.0,0.1,16,2,-4,-1.3,0.7,-1.3,-6
O=C(NCc1ccco1)Nc1nnc([C@H]2C[C@H](O)[C@@H](CO)O2)s1,.,-0.2,1,-3,-2,0.6,.,-0.7,2
O=C(NCS(=O)(=O)c1ccccc1)c1ccccc1,0.9,1.6,11,-2,-2,-1.8,1.4,-1.4,36*
Cc1ccc(NC(=O)OCc2cc(-c3ccccc3)on2)cc1,0.9,-0.4,5,0,0,.,-0.3,-2.7,-3
O=C(Nc1ccc2c(c1)OCCO2)Nc1ccc2c(c1)OCO2,-0.5,-0.1,-4,0,-1,.,-0.5,1.6,-2
O=C(CN(c1ccccc1F)S(=O)(=O)c1ccccc1)Nc1ccc2c(c1)OCCO2,0.3,-0.6,1,-4,-2,-0.4,0.4,-6.7,-5

Ordered by molecular weight (ascending): part of the list above
SMILES,UGM FP inh,BoNT-A LC inh2,GDH-TPI counter,Mtb FBA inh,Anthrax LF inh2,BioA inh,PfHsp40 rescue,FadD28 binding,BoNT-F LC inh
O=C(NCS(=O)(=O)c1ccccc1)c1ccccc1,0.9,1.6,11,-2,-2,-1.8,1.4,-1.4,36*
O=C(NCc1ccco1)Nc1nnc([C@H]2C[C@H](O)[C@@H](CO)O2)s1,.,-0.2,1,-3,-2,0.6,.,-0.7,2
CCOC(=O)c1cc(-c2ccccc2)sc1NC(=O)CN1C(=O)NC(CC)(c2ccccc2)C1=O (configuration not stated),2.0,0.1,16,2,-4,-1.3,0.7,-1.3,-6

Carrying on.
SMILES,UGM FP inh,BoNT-A LC inh2,GDH-TPI counter,Mtb FBA inh,Anthrax LF inh2,BioA inh,PfHsp40 rescue,FadD28 binding,BoNT-F LC inh
O=C(O)c1ccc2c(c1)C(=O)N(c1ncccn1)C2=O,0.2,-0.9,0,0,-1,.,-1.7,-1.8,-2
CCOC(=O)N1CCN(c2nc(-c3cccs3)cc(C(F)(F)F)n2)CC1,-1.1,0.0,2,5,-2,-0.7,-1.1,-0.4,18
Cc1ccc(-n2ncc3c(=O)[nH]c(SCC(=O)NCC4CCCO4)nc32)cc1 (configuration not stated),1.0,.,6,0,.,-1.7,0.1,0.8,.
Cc1ccccc1-c1cc2c(nn1)-c1ccccc1C2=O,-2.2,0.4,9,-1,0,-0.3,1.4,-0.7,11
Cc1ccc2nc(NCc3ccccc3)c(C=O)c(=O)n2c1,-1.9,-0.1,7,9,-3,-2.1,-2.5,-2.9,-7
CCn1c2ccccc2c2cc(/C(C)=N/O)ccc21,-1.5,-0.4,2,4,-3,2.4,1.1,-1.4,-5
COc1ccc(C2CC(=O)CC(=O)C2n2cncn2)cc1 (configuration not stated),-2.1,1.1,-2,-1,-2,-1.5,-0.6,-0.5,3
COc1ccc(-c2sc3ccc(OC)cc3c2-c2ccc(OCCN3CCOCC3)cc2)cc1,.,-0.1,10,0,-4,-0.6,-0.2,-1.9,4
CC(C)S(=O)(=O)c1ccc(C(=O)Nc2ccc(F)cc2F)cn1,-1.1,-1.4,-3,-6,-6,.,-1.0,-4.2,-3
c1ccc(-c2ccc(-c3ccncn3)cc2)cc1,1.5,-3.2,-2,117*,6,-1.4,0.5,-0.2,-19

SMILES,UGM FP inh,BoNT-A LC inh2,GDH-TPI counter,Mtb FBA inh,Anthrax LF inh2,BioA inh,PfHsp40 rescue,FadD28 binding,BoNT-F LC inh
COc1ccc(-c2nc3c(n2O)CCc2c-3no[n+]2[O-])cc1,-1.1,0.5,41*,-3,-9,3.0,-0.5,-3.2,-11
CC(C)NC(=O)Cn1cnc2c1c(=O)n(C)c(=O)n2C,-5.3,-4.5,9,0,1,-2.0,1.8,0.0,-96
CCOC(=O)C(C(=O)N(C)Cc1ccccc1)C1CCCCC1 (configuration not stated),3.2,2.9,-8,0,9,-0.4,-0.6,-3.7,?
COc1ccc(N2C(=O)C(Cl)=C(NCc3ccccc3)C2=O)cc1,3.4,-0.1,3,4,-4,2.1,0.6,-3.4,4
O=C(c1ccc(Cl)cc1)N1CCOc2ccccc21,-1.4,2.1,12,-2,-9,-0.3,-1.7,-2.4,16
CCOc1ccccc1CNC(=O)C1CCN(S(=O)(=O)N2CCC(C)CC2)CC1,.,-0.1,-4,-1,-4,-1.4,.,-3.5,-6
CC(C)[C@H]1C(=O)Nc2ccccc2N1C(=O)N[C@@H](Cc1ccccc1)C(=O)N[C@H](Cc1ccccc1)C(=O)O,0.5,0.0,7,-1,6,0.7,0.9,-4.3,-7
O=c1c2ccccc2nc2c3ccccc3ncn12,4.8,-0.3,0,2,-9,-4.1,-0.1,0.0,3
COc1ccc(-n2nc(C(=O)NCC(=O)N3CCCC3)c3ccccc3c2=O)c(OC)c1,-1.1,0.0,5,-7,0,-0.2,0.1,-0.9,0
Cc1ccc(NC(=O)C2(C)CCN2C(=O)Cc2ccccc2Cl)cc1C (configuration not stated),.,-0.3,11,7,4,1.5,.,-7.2,-5

SMILES,UGM FP inh,BoNT-A LC inh2,GDH-TPI counter,Mtb FBA inh,Anthrax LF inh2,BioA inh,PfHsp40 rescue,FadD28 binding,BoNT-F LC inh
CC(=O)N1N=C(c2cccc(NS(C)(=O)=O)c2)CC1c1cccs1 (configuration not stated),-3.2,-0.7,65*,6,1,-1.0,4.7,-3.8,-2
O=C(CSc1ccc2ccccc2c1)NC1CCCc2ccccc21 (configuration not stated),2.5,0.4,4,2,1,.,2.2,-1.5,2
O=C(CCN1C(=O)S/C(=C/c2ccc(Cl)cc2)C1=O)N1CCOCC1,-5.2,0.0,7,0,-1,-1.9,-0.2,1.9,2
COc1ccc(C(=O)C2CN(C)CC2C(=O)c2ccc(OC)cc2)cc1 (configuration not stated),-2.2,-0.7,1,2,-6,-0.6,2.4,-1.6,-5
O=C(N/N=C\c1ccncc1)c1ccc(Cl)s1,1.7,-0.1,17,6,-3,-2.9,-1.1,-2.2,4
COc1ccccc1-n1cnnc1SCC(=O)NC1CCS(=O)(=O)C1 (configuration not stated),3.3,0.2,-3,5,-2,.,-0.4,2.0,-2
CC(C)CC(=O)Nc1cccc(-c2nc3ccccc3o2)c1,1.5,0.3,2,5,1,-1.3,0.1,-4.9,-2
COc1ccc(OC)c(C(=O)c2c(C)oc3cc(Br)c(O)c(CN(C)C)c23)c1,1.3,.,2,3,.,1.6,.,-0.4,.
Cc1nnc(SCC(=O)N2CC(=O)Nc3ccccc32)s1,1.6,0.0,-14,-1,-3,.,-0.2,-4.5,-7
c1ccc(Nc2ncnc3c2oc2ccccc23)cc1,1.5,0.0,14,-1,0,-0.2,2.9,-3.5,-8

SMILES,UGM FP inh,BoNT-A LC inh2,GDH-TPI counter,Mtb FBA inh,Anthrax LF inh2,BioA inh,PfHsp40 rescue,FadD28 binding,BoNT-F LC inh
OC(CN1CCC(Cc2ccccc2)CC1)C(F)(F)F (configuration not stated),2.7,-3.5,-2,4,-8,-0.4,2.9,.,9
COc1cc(/C=N/NC(=O)C[n+]2ccccc2)cc(OC)c1OC,-2.8,-0.5,7,-1,0,.,-0.3,-0.3,2
COc1ccccc1Nc1nnc(SCC(=O)N2CCCC2)s1,2.7,?,3,-1,0,0.0,-2.4,-0.5,1
CC/C(=N/NS(=O)(=O)c1ccc(Cl)cc1)c1ccc(O)cc1,0.6,-0.3,15,1,-1,.,-0.5,0.0,-7
Cc1nc(CNS(=O)(=O)c2ccc3c(c2)OCCO3)cs1,0.5,0.7,13,0,-3,.,-0.6,-2.2,2
CC(CN1CCOCC1)C(C#N)(c1ccccc1)c1ccccc1 (configuration not stated),.,-0.3,3,3,-3,.,-1.2,-1.5,7
CC(=O)NC(=S)Nc1ccc(NC(=O)c2cccnc2Cl)cc1,-1.5,-4.4,6,-1,18,0.7,0.5,-1.4,?
CCN(CC)C(=O)C1CCCN(C/C=C/c2ccccc2[N+](=O)[O-])C1 (configuration not stated),2.9,-4.4,4,2,1,-1.7,0.5,-0.7,-10
CCCCOc1ccccc1C(=O)N(Cc1ccco1)C1CCS(=O)(=O)C1 (configuration not stated),1.4,0.3,3,3,-2,-0.4,1.0,-1.3,-2
CCOc1ncccc1C(=O)OCC(=O)Nc1cc(C(C)(C)C)ccc1OC,-1.5,-3.4,-2,2,-3,0.1,-0.3,0.0,-4

SMILES,UGM FP inh,BoNT-A LC inh2,GDH-TPI counter,Mtb FBA inh,Anthrax LF inh2,BioA inh,PfHsp40 rescue,FadD28 binding,BoNT-F LC inh
COc1ccc(N2CCN(C(=O)Cc3ncc(C(F)(F)F)cc3Cl)CC2)cc1,-3.1,-0.1,8,0,-3,-0.5,0.6,0.7,-2
Cc1ccc(S(=O)(=O)c2cc(O)ccc2O)cc1C,-3.4,-0.3,1,1,0,.,-0.2,-1.1,1
CCOC(=O)C1(C)CCCN1C(=O)c1ccc(N(C)C)cc1 (configuration not stated),.,-0.1,16,1,5,-1.4,.,0.7,-3
CCOC(=O)NC1(NC(C)C)Oc2ccccc2O1,-2.4,-3.2,2,-2,-6,-1.9,0.1,0.1,-45
O=C(NS(=O)(=O)NC1CCCCC1)C1=C(N2CCCC2)COC1=O,1.9,-0.3,-6,0,1,0.9,-0.3,-4.0,-6
COc1ccc(OC)c(NC(=O)C2(C)CCN2C(=O)C2(c3ccc(Cl)cc3)CCC2)c1 (configuration not stated),.,-0.1,2,-2,0,-0.5,.,-3.2,-1
Cc1cc(C)nc(SCC(=O)Nc2ccc(S(=O)(=O)NCCO)cc2)n1,.,1.4,2,-1,0,-1.1,-0.9,0.7,-1
Cc1ccc(NC(=O)CCC(=O)NNC(=O)COc2ccccc2)cc1C,2.5,-0.6,-7,-6,-2,-0.2,-1.9,-3.1,-5
COc1ccc(OC)c(/C=N/Nc2cc(C)nc(N3CCOCC3)n2)c1,1.0,0.3,21,5,3,2.2,-1.8,-3.4,-1
C=CC[C@@H](CC(=O)N[C@@H](CO)Cc1ccccc1)C(=O)N[C@@H](C)COC(=O)[C@@H](CC=C)Cc1ccc(F)cc1,-0.2,-0.9,8,6,-4,-0.9,2.4,0.6,-3
CCc1c(C)nc2ccc(Br)cc2c1SCCC#N,2.7,0.9,2,-5,-2,.,0.7,-6.8,-2
